# MT1-MMP txn act: MT1-MMP promoter transcription activation. HT1080 MT1-MMP promoter luciferase reporter, luminescence, overnight; hits give high values. activation factor at 10 µM. actives 0.16% (n = 86,000);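 active = activation factor of at least 2 for MT1-MMP transcription at 10 µM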
# PLK1 kinase inh: blocks human PLK1 kinase activity; P53350; recombinant PLK1 kinase, TR-FRET peptide phosphorylation; inhibition, % at 10 µM; actives 0.53% (n = 97,000);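 active = inhibition of 50% or more in the single-concentration screen; inactive = inhibition below 50%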;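 note: 0% = DMSO max control and 100% = H-89 dihydrochloride min control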
# Target sequence (P53350 whole entry, looked up): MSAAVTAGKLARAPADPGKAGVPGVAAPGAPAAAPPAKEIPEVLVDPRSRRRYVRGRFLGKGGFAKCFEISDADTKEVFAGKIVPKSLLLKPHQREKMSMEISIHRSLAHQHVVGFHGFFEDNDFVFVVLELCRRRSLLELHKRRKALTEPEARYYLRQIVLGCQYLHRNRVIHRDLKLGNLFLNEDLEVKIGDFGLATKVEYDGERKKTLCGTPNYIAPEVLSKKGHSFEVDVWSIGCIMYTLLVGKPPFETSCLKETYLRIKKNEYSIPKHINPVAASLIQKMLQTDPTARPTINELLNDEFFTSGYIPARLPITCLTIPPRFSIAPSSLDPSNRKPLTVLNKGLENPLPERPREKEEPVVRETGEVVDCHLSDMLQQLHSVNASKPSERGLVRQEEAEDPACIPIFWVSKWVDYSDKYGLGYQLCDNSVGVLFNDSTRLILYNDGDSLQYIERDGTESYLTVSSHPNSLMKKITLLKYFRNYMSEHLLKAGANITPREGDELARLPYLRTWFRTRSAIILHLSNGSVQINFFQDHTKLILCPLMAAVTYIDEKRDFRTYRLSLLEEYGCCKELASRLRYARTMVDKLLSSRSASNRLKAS
# S1P2 ag: agonists of human S1P2 receptor | O95136 | S1P2-expressing cell line, agonist reporter read-out | activation, % at 4.5 µM | actives 0.46% (n = 97,000); in the data active = activation above about 16%;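 note: 0% = vehicle low control and 100% = maximal reference agonist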
# Target sequence (O95136 whole entry, looked up): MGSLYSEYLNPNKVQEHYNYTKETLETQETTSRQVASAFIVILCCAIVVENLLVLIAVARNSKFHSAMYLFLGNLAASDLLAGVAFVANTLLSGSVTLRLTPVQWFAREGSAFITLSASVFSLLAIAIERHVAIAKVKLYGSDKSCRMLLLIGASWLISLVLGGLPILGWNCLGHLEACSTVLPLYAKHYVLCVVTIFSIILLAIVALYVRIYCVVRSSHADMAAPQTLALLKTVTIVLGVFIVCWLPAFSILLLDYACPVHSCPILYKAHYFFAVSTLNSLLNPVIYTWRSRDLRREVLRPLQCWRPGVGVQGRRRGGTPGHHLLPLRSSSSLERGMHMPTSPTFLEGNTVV
# S1P2 antag: S1P2 (human) receptor antagonism | cell-based S1P2 antagonist assay, inhibition at 5 uM | O95136 | actives 0.21% (n = 97,000) | inhibition, % at 5 µM; in the data active = inhibition above about 45%;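 note: CRE beta-lactamase reporter cells expressing human S1P2 stimulated with S1P; 0% = agonist at EC80 alone and 100% = agonist plus reference antagonist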
# PLAP act: activates human placental alkaline phosphatase; P05187; actives 1.2% (n = 96,000); activation fold at 20 µM; AID 696; purified PLAP enzyme, luminescent substrate read-out; hits give high values; in the data active = activation fold above about 2
# EphB4 ephrin blk: EphB4-ephrin-B2 interaction antagonism; P54760; inhibition, % at 7 µM; EphB4 LBD / TNYL-RAW-Alexa532 peptide, fluorescence polarization; actives 0.15% (n = 97,000);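 active = inhibition above the screen-wide mean inhibition plus 3 SD, cut at about 15% in these data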;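 note: 0% = DMSO wells and 100% = excess unlabeled TNYL-RAW peptide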
# HIV Rev-RRE inh: inhibitors of HIV-1 Rev-RRE RNA interaction. P05866. Rev peptide-RRE RNA binding, FRET. inhibition, % at 8 µM. actives 0.79% (n = 97,000). AID 704;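 active = inhibition above the screen-wide mean plus 3 SD, cut at about 35% in these data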;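 note: 0% = median DMSO wells and 100% = median Neomycin B control wells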
# Target sequence (P05866 whole entry, looked up): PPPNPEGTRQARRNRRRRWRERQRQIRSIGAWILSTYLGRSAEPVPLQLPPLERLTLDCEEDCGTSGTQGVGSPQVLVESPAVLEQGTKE
#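 Probe or stimulus: fluorescein-Rev peptide as binding partner; assay system: Cy5-tagged RRE RNA duplex with fluorescein-tagged Rev peptide; timing: 5 min compound–RNA preincubation, then 15 min with peptide, 25 °C; medium: HEPES pH 7.5 buffer with KCl, MgCl2, NaCl and EDTA; signal: fluorescein-to-Cy5 FRET, 480 nm excitation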
# FAK inh: blocks human focal adhesion kinase activity | Q05397 | biochemical FAK kinase activity assay | inhibition, %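 (tested at 7 µM)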 | actives 0.84% (n = 97,000) | AID 727; in the data active = inhibition above about 19%;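 note: 0% = DMSO and 100% = reference compound high control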
# Plk1 PBD FP: Plk1 (human) PBD binding inhibition; P53350; Plk1 PBD phosphopeptide binding, fluorescence polarization; inhibition, %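 (tested at about 20 µM)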; actives 0.13% (n = 97,000); AID 693; in the data active = inhibition above about 34%, passing the limit was not always enough
# * hit, by the source's call; · = no result given.
nr	structure	MT1-MMP txn act	PLK1 kinase inh	S1P2 ag	S1P2 antag	PLAP act	EphB4 ephrin blk	HIV Rev-RRE inh	FAK inh	Plk1 PBD FP
1	NC1=NC2=C(CCCC2)C2(CCCCC2)S1	1	-9	-4	9	1.1	-2	-12	1	-1
2	Cc1cc(C(=O)NCCCC(=O)O)c(C)o1	1	-29	-4	-13	0.9	-5	1	-2	-4
3	CCOC(=O)C1CCN(c2c(Nc3ccc4c(c3)OCCO4)c(=O)c2=O)CC1	1.7	-8	-2	15	1	-2	6	3	3
4	CC1(C)CNC(=O)c2sc(NC(=O)CN3CCOCC3)nc2C1	1	-1	0	-15	1	9	4	-2	-3
5	CC(C)(C)OC(=O)CN1C(=O)C(Sc2n[nH]c(-c3ccccc3)n2)CCc2ccccc21 (stereo unspecified)	·	-7	-4	14	1.4	4	10	1	19
6	CC1CCCN(C(C(=O)Nc2ccc3c(c2)OCCO3)c2ccccc2)C1 (stereo unspecified)	1	-8	-4	-2	1.2	1	14	11	1
7	CC(C)CCN1CC(C(=O)NCc2ccccc2)CC1=O (stereo unspecified)	1.1	16	-8	5	0.9	1	4	0	-17
8	COC(=O)CSc1nnc(CNS(=O)(=O)c2ccc(C)cc2)n1C	1.2	-10	-4	19	1	6	8	3	-15
9	Cc1ccc(S(=O)(=O)N(C)c2ccc(C(=O)N3CCC(C(N)=O)CC3)cc2)cc1	1.2	-1	-2	8	1.1	-9	-3	-1	-17
10	Cc1cc(C)c2nc(SC(C)C#N)cc(C)c2c1 (stereo unspecified)	·	-2	-2	-23	0.8	-6	20	2	1
11	COc1cccc(CNC(=O)C2CCCN(S(=O)(=O)c3cnc[nH]3)C2)c1 (stereo unspecified)	1	-1	-4	5	1.2	-4	4	-3	2
12	CCn1c(=O)cc(SCC(=O)N2CCCCC2)c2ccccc21	1.3	-5	-7	11	1.2	10	3	-10	2
13	COc1ccc2nc(/N=C\N(C)C)sc2c1	1.3	-5	-6	-12	1.1	-5	3	-4	1
14	O=C1CC2(CCCCC2)Oc2ccc(O)cc21	1.1	-10	-13	-21	0.8	-5	-3	2	19
15	COc1ccc(OCCSc2nc(N)cc(N)n2)cc1	1.5	6	-5	2	0.8	-2	7	-2	-17
16	Cc1cc2nnc(SCC(=O)NCc3cccs3)n2c2ccccc12	1.1	-15	-3	-30	1	-1	5	6	-12
17	CC1CC(C)CN(CCCNC(=O)CC2Oc3ccccc3NC2=O)C1 (stereo unspecified)	1.2	-16	-5	12	1	-3	0	5	-4
18	COc1cccc(N2C(=O)CC(N3CCc4ccccc43)C2=O)c1 (stereo unspecified)	1.4	-11	-5	12	1.3	1	-4	-6	15
19	COc1ccc(/C(O)=C2/C(=O)C(=O)N(CC3CCCO3)C2c2ccc(OC)c(OC)c2)cc1 (stereo unspecified)	1.3	-14	-3	-24	1	-11	4	-1	-10
20	O=C(CSc1ncnc2c1oc1ccccc12)Nc1ccccc1F	1	-76	-7	-15	1.1	-5	3	-47	2
21	CCOC(=O)c1cc2sc(C)cc2n1C(C)C(=O)OCC (stereo unspecified)	1.1	-16	-2	1	1.5	6	7	7	11
22	CCOc1ccccc1NC(=O)CSc1nnc(-c2ccccn2)n1Cc1ccco1	1.1	-11	-9	12	1.8	2	11	-2	-31
23	CCCCN(Cc1ccco1)C(=O)Cn1ncc2c(=O)oc3ccc(C)cc3c21	·	-27	-7	25	0.8	8	6	16	-26
24	O=c1c2ccccc2nc2n1C(CSCc1cccc(C(F)(F)F)c1)CS2 (stereo unspecified)	·	-7	-2	2	0.8	1	6	4	-20
25	CCOC(=O)c1ccc(N=CC2=C(O)CC(C)(C)CC2=O)cc1	1.4	-3	-4	13	1.1	-4	1	-3	0
26	COCCn1cnnc1SCC(=O)Nc1ccccc1C(=O)Nc1ccc2c(c1)OCO2	1.1	-13	-12	17	1	1	6	5	3
27	C=C(C)CSc1nc2c(cc1C#N)CCC2	1.1	-4	0	10	0.9	-11	3	2	-7
28	Cc1cc(N2CCC3(CC2)OCCO3)n2nc(C)c(-c3ccc(Cl)cc3)c2n1	1.4	-13	0	-8	·	2	10	0	-15
29	O=C(NCc1cccnc1)C1CCN(S(=O)(=O)N2CCOCC2)CC1	1.1	-10	-5	10	1.2	0	7	0	-32
30	O=C(OCc1nnc(-c2ccccc2)o1)c1ccc2c(c1)C(=O)N(CCc1ccccc1)C2=O	1.2	1	-3	5	0.7	-8	2	0	-12
31	COc1ccc(Oc2ncc(CN3CCN(c4ccccc4)CC3)s2)cc1	1.1	-8	-1	-12	1.8	5	13	2	4
32	CCOC(=O)c1sc(NC(=O)CCCCCN2C(=O)c3cccc4cccc(c34)C2=O)nc1C	·	-19	-4	-9	1	-5	7	-2	-29
33	CC(=O)Nc1cccc2c1C(=O)NC2=O	1.1	-9	-5	0	1.5	8	10	5	19
34	COCCCn1c(-c2ccco2)nc2ccccc2c1=O	1.1	-7	-4	-40	0.9	-8	5	-2	-10
35	COc1ccc(Nc2oc(-c3ccc(Cl)cc3)nc2C#N)cc1	2.2*	-15	-2	-4	0.7	5	1	-2	28
36	N#Cc1c(NC(=O)c2ccccc2)sc2c1CCCCC2	0.7	-8	-8	-8	·	-5	4	-2	14
37	Cc1ccc(N2CCN(CC3CC=CCC3)CC2)cc1 (stereo unspecified)	1.1	-6	-8	21	0.9	-3	-2	1	-2
38	O=C(Nc1cccc([N+](=O)[O-])c1)c1ccc(CSc2ccccc2)cc1	·	-13	0	-21	1	-7	-1	-2	-35
39	Cc1ncc(S(=O)(=O)c2ccccc2)c(-c2ccccc2Cl)n1	1	0	-2	-2	1.4	0	2	0	11
40	COc1ccccc1C/C(N)=N/OC(=O)COc1ccccc1C	·	-8	-4	12	·	-2	5	0	-12
41	Cc1cc(C)c2cc(CN(CC3CCCO3)C(=O)NC3CCCCC3)c(=O)[nH]c2c1 (stereo unspecified)	1.2	-10	0	-8	·	-2	-3	1	10
42	O=C(c1cccs1)N1CCCC1	1.2	-13	-2	-18	·	-7	5	0	3
43	O=C(NC1CC1)c1cccc(Nc2ccc(-c3ccc4c(c3)OCCO4)nn2)c1	1.1	1	-5	-7	0.8	1	12	-3	-8
44	O=C(NCCO)c1ccc2nc(-c3ccco3)c(-c3ccco3)nc2c1	1.1	35	-4	-10	1.2	2	4	7	16
45	CCOC(=O)CCCNC(=O)CN1C(=O)NC(CCc2ccccc2)C1=O (stereo unspecified)	1.1	-5	-6	1	1.1	2	10	-1	11

# One compound at a time (already shown):
# Results for COCCCn1c(-c2ccco2)nc2ccccc2c1=O : MT1-MMP txn act = 1.1; PLK1 kinase inh = -7; S1P2 ag = -4; S1P2 antag = -40; PLAP act = 0.9; EphB4 ephrin blk = -8; HIV Rev-RRE inh = 5; FAK inh = -2; Plk1 PBD FP = -10
# Results for O=C(NC1CC1)c1cccc(Nc2ccc(-c3ccc4c(c3)OCCO4)nn2)c1 : MT1-MMP txn act = 1.1; PLK1 kinase inh = 1; S1P2 ag = -5; S1P2 antag = -7; PLAP act = 0.8; EphB4 ephrin blk = 1; HIV Rev-RRE inh = 12; FAK inh = -3; Plk1 PBD FP = -8

# Three records picked at random from the list so far, as already listed:
nr	structure	MT1-MMP txn act	PLK1 kinase inh	S1P2 ag	S1P2 antag	PLAP act	EphB4 ephrin blk	HIV Rev-RRE inh	FAK inh	Plk1 PBD FP
36	N#Cc1c(NC(=O)c2ccccc2)sc2c1CCCCC2	0.7	-8	-8	-8	·	-5	4	-2	14
37	Cc1ccc(N2CCN(CC3CC=CCC3)CC2)cc1 (stereo unspecified)	1.1	-6	-8	21	0.9	-3	-2	1	-2
41	Cc1cc(C)c2cc(CN(CC3CCCO3)C(=O)NC3CCCCC3)c(=O)[nH]c2c1 (stereo unspecified)	1.2	-10	0	-8	·	-2	-3	1	10

# Remaining list, next part.
nr	structure	MT1-MMP txn act	PLK1 kinase inh	S1P2 ag	S1P2 antag	PLAP act	EphB4 ephrin blk	HIV Rev-RRE inh	FAK inh	Plk1 PBD FP
46	CC(=O)Oc1ccc(C(=O)Nn2cnnc2)cc1	1.1	-10	-5	-2	·	-2	5	1	-18
47	Cn1c(-c2ccccc2)cnc1SCC(=O)N1CCCCC1	·	-7	-2	-13	·	2	-7	3	-11
48	Cn1c(=O)[nH]c(=O)c2c1nc(NCCCn1ccnc1)n2Cc1cccc(Br)c1	1.2	51*	-7	-13	·	-3	2	-4	-14
49	Nc1nnc(SCc2cc3c(cc2Cl)OCO3)s1	1.2	-7	-2	-7	0.8	-1	3	2	1
50	O=C(CCC(=O)Nc1ccc(Oc2ccccc2)cc1)NCCO	1.2	-5	-3	3	1.1	-1	2	-2	-13
51	Cc1noc(C)c1C(=O)NCc1cccs1	1.2	-11	-4	-1	1	2	9	-2	-17
52	COc1cccc(-c2cc(C(=O)N3CCN(Cc4ccccc4)CC3)no2)c1	1.3	-2	-6	-2	1.1	-11	6	-1	3
53	COc1ccccc1/C=C/C(=O)NC(=S)Nc1ccc(S(=O)(=O)N(C)c2ccccc2)cc1	·	-8	-3	7	0.9	1	3	-5	-1
54	CC(C)(C)NC(=O)C(=O)NNC(=O)c1ccccc1	·	-16	-2	8	1.8	-9	3	1	-7
55	CCC(C)(C)n1nnnc1CN(Cc1ccc(Cl)cc1)Cc1ccco1	1.2	2	-2	-9	1.4	0	4	-2	15
56	COc1ccc(S(=O)(=O)N2CCCC2C(=O)Nc2nc3c(s2)CCCC3)cc1 (stereo unspecified)	1.1	6	-2	17	1.1	3	11	-1	11
57	Cc1ccc2nc3c(cc2c1)c(NC(=O)C1CCCO1)nn3CC(C)C (stereo unspecified)	1.2	-1	5	2	1.7	-3	17	-4	-26
58	COc1ccc(-c2nc(=S)[nH][nH]2)cc1	1.1	-7	-2	20	2*	1	4	6	5
59	COc1cc(C(=O)OCn2nnc3ccccc3c2=O)cc(OC)c1OC	·	-5	6	-39	1.4	0	4	0	-5
60	CC(C)(CO)N=Cc1c(O)[nH]c2ccccc12	1.2	-10	-5	-2	1.1	2	4	0	2
61	CC(Sc1ccc(Cl)cc1)C(=O)Nc1ccccc1C(=O)N1CCOCC1 (stereo unspecified)	·	-9	-4	0	1	6	3	-1	-4
62	O=C(OCCOc1ccc(Br)cc1)c1cnccn1	·	-1	1	-15	1.3	-3	4	-2	4
63	Cc1cccc(N2CCN(C(c3ccc(N(C)C)cc3)c3nnnn3C(C)(C)C)CC2)c1C (stereo unspecified)	1.2	-8	-6	-12	·	-5	-3	-1	5
64	NC(=O)c1sc2nc3c(c(-c4ccccc4)c2c1N)CCC3	0.9	-8	-4	-6	·	3	8	10	-21
65	COc1cc(C(=O)NCc2nnc(SCC(=O)Nc3cccc(C)c3)o2)cc(OC)c1OC	·	-2	-3	21	1.3	1	-4	1	22
66	Cc1cccc2cc(C(c3nnnn3CC3CCCO3)N3CCc4ccccc4C3)c(=O)[nH]c12 (stereo unspecified)	1.2	6	128*	6	1.4	1	7	6	-21
67	COc1nc(NS(=O)(=O)c2ccc(C)cc2)nc(C)c1Cl	1.2	-1	-4	-7	1.4	-1	-1	-2	16
68	COCCn1c(-c2ccc(OC)cc2)cnc1SCC(=O)Nc1cccc2ccccc12	·	-3	-3	-10	1.3	-6	2	3	12
69	CCOC(=O)c1cc2c(C)n(-c3ccc(N(C)C)cc3)c(C)c2cc(C(=O)OCC)c1=O	·	-14	0	1	0.9	-5	-1	-8	-3
70	O=C(O)C1CCN(C(=O)NC2CCCCC2)CC1	1	-7	-4	1	1	-2	0	-3	-5
71	CCc1cc(=O)oc2c(C)c(OS(C)(=O)=O)ccc12	·	-5	-9	-19	·	-13	-1	0	3
72	CC(=O)c1ccc(OCCCC(=O)NCC(c2ccco2)N(C)C)cc1 (stereo unspecified)	1.1	-13	-2	-12	1.5	-8	0	3	1
73	Cc1ccccc1Nc1nc(N)nc(CN2CCN(c3ccccn3)CC2)n1	1.1	-1	0	6	0.9	-4	3	0	-1
74	CCC(=O)N=c1sc2cc(F)cc(F)c2n1C	1.1	-13	0	14	·	-4	0	-2	26
75	Cc1ccc(C(=O)Nc2ccc3c(c2)OCO3)o1	1.6	-14	-2	5	0.9	2	9	2	1

# Assay outcomes as filed in PubChem.
